Bioassay records as filed in PubChem.
T cell HTS: modulators of CD8 T cell-vesicle binding, primary screen, mouse 2C CD8+ T cells, flow cytometry. 2C CD8+ T cell-vesicle binding; stronger effect = lower value. calls only at 7 µM. 0.068% of 330,000 active;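 active = response, share of CD8 T cells binding vesicles, and their 90th percentile fluorescence all below set limits, cut at about 80% in these data, passing the limit was not always enough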
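Incubation: binding step 1.5 h, 37 °C, antibody labelling 20 min, ice; system: murine 2C transgenic CD8+ T lymphocytes; technique: cytometric PE anti-B7-1 and Alexa647 anti-CD8 signals after 1% paraformaldehyde fixation; also added: QL9-charged Drosophila Ld/ICAM-1/B7-1 vesicles; control set: naked versus QL9-loaded vesicles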
WT yeast gro inh: growth inhibition of WT strain, primary screen, mitochondrial fusion inhibitor project, WT and mutant strains, chemical genetic; mitochondrial fusion phenotypic screen; inhibition, % at 10 µM; 2.1% of 190,000 active; AID 1362, 2008; in the data active = inhibition above about 58%; tested in S. cerevisiae
MgcRacGAP inhibition: MgcRacGAP GTPase-activating activity inhibitors, confirmation, biochemical, ADP Hunter fluorescence | MgcRacGAP-stimulated Rac1 GTP hydrolysis, ADP Hunter fluorescence; higher % means a stronger effect; GST-tagged Rac1 F28L mutant substrate | AID 624330, 2012 | Rac GTPase-activating protein 1 (Homo sapiens) | one-dose inhibition, % at 30 µM; IC50 in µM for titrated hits | 0.6% of 340,000 active;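 active = first-screen hits whose inhibition reached a set limit at any dose in the follow-up dose series; inconclusive = inhibition above the set first-screen limit but never retested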;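 also: fluorescence reports GDP produced by GAP-driven GTP hydrolysis; strong numbers were not always called active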
Myeloid diff MLP: induction of myeloid progenitor differentiation, primary screen, cell-based, flow cytometry, MLPCN library. AID 624256, 2012. calls only at 10 µM. 1% of 360,000 active. ER-HoxA9 myeloid progenitors, lysozyme-GFP differentiation;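 active = normalized GFP-positive differentiation at or above the plate's own cutoff, the solvent-only control mean plus 3 SD; inconclusive = no clear call, values can overlap the other calls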;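 also: cells exposed to compound for four days before flow analysis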
Large T inhibition: SV40 large T antigen inhibitors, biochemical (AID 1903); SV40 large T antigen ATPase/helicase inhibition assay; higher % means a stronger effect; 0.39% of 310,000 active; inhibition, % at 20 µM, or IC50 in µM where a hit was titrated; in the data active = a potency from the dose series; inconclusive = inhibition mostly from about 32% at the one dose, without a potency; inactive = the rest, 99 in 100 with inhibition below about 32%; also: strong numbers were not always called active
PhoP inhibition: inhibitors of PhoP regulon expression, primary screen, Salmonella Typhimurium, GFP reporter (AID 1863). S. Typhimurium PhoP-regulated promoter GFP reporter, 4 h; higher % means a stronger effect. one-dose inhibition, % at 50 µM; IC50 in µM for titrated hits. 0.16% of 300,000 active;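 active = inhibition over 29.93%, a cutoff 3 SD above the screen mean, later confirmed by dose response; inconclusive = inhibition over 29.93% but no dose response follow-up; inactive = inhibition at most 29.93% or unconfirmed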;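 also: 0% = low Mg2+ inducing control and 100% = high Mg2+ repressing control; strong numbers were not always called active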
RSV antiviral HEp-2: RSV antiviral activity via CPE protection, HEp-2 cells, primary 10 µM value included (AID 2391); one-dose CPE inhibition, % at 10 µM; IC50 in µM for titrated hits; 0.13% of 310,000 active; HEp-2 cells, RSV-induced CPE inhibition; higher % means a stronger effect; in the data active = a potency from the dose series; inconclusive = CPE inhibition mostly from about 23% at the one dose, without a potency; inactive = the rest, 99 in 100 with CPE inhibition below about 21%; also: strong numbers were not always called active
West Nile virus CPE: West Nile virus antiviral activity, cell-based, CPE readout (AID 1621); West Nile virus-infected cells, CPE inhibition; higher % means a stronger effect; CPE inhibition, % at 10 µM; hits with a dose series show IC50 in µM; 0.02% of 290,000 active; in the data active = a potency from the dose series; inconclusive = CPE inhibition mostly from about 3.7% at the one dose, without a potency; inactive = the rest, 99 in 100 with CPE inhibition below about 2.2%; also: strong numbers were not always called active
b-catenin transl: modulators of beta-catenin nuclear translocation, primary screen, imaging, HeLa cells, immunofluorescence, high-content. nuclear translocation activity, % at 5 µM. 0.3% of 190,000 active. AID 1665, 2009;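 active = nuclear translocation activity above 50% at 5 µM, with a well cell count of 50 or more; inconclusive = wells under 50 cells across six images, flagged as toxic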;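 also: per-cell ratio of nuclear to cytoplasmic median beta-catenin stain intensity; plate controls were DMSO negative control for no effect and GSK-3 inhibitor IX positive control for full effect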
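Test system: human HeLa cell line; Doses: 5 µM primary, 0.02–20 µM confirmation; Incubation: 24 h compound exposure, 37°C; Detection: beta-catenin immunofluorescence imaging with DAPI; Read-out: beta-catenin nuclear/cytoplasmic ratio, % activation.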
WT yeast gro inh mutant strain: further read-out of WT yeast gro inh, marked with its call; inhibition, %; mitochondrial fusion phenotypic screen, mutant strain inhibition
b-catenin transl cell count 5 µM: second read-out of b-catenin transl, no call of its own (marks repeat the call); cell count; measured here: cell count, cytotoxicity flag
T cell HTS vesicle-bound %: recorded beside T cell HTS, whose call it bears; double positive events, %; measured here: CD8+ vesicle-bound cell fraction;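 binding gate set so that unloaded-vesicle control wells show 10% double positive cells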
Myeloid diff MLP GFP+ MAC1+ %: also measured in Myeloid diff MLP; calls as there; GFP+ MAC1+ double positive, %; measured here: differentiation confirmed by MAC1 staining
Numbers without * were called inactive; i = inactive; ? = inconclusive; . = no result given; & = joins results of further samples.

SMILES	T cell HTS	T cell HTS vesicle-bound %	WT yeast gro inh	WT yeast gro inh mutant strain	MgcRacGAP inhibition	Myeloid diff MLP	Myeloid diff MLP GFP+ MAC1+ %	Large T inhibition	PhoP inhibition	RSV antiviral HEp-2	West Nile virus CPE	b-catenin transl	b-catenin transl cell count 5 µM
O=C(O)CSc1nnc(-c2cc3ccccc3o2)n1-c1ccccc1	i	27	5	-6	10%	i	0.9	-1%	1%	0.2%	0.3%	.	.
O=C(Cc1cccs1)N1CCN(S(=O)(=O)c2ccc(F)cc2)CC1	i	23	9	10	6%	i	0.2	18%	-5%	-0.2%	-0.7%	-3.8	596
NC(=O)c1ccc(NC(=O)COC(=O)CC(NC(=O)c2ccccc2Cl)c2ccccc2)cc1 (stereo unspecified)	i	32	-2	-14	13%	i	0.0	11%	-14%	1.7%	-0.8%	-1.3	543
CC(Oc1ccc(Br)cc1)C(=O)NNC(=O)CCN1CCN(c2ccccc2)CC1 (stereo unspecified)	i	56	.	.	9%	i	1.1	13%	1%	-1.0%	.	.	.
COc1cccc(NC(=S)N(Cc2ccco2)C(C)c2ccco2)c1 (stereo unspecified)	i	50	7	-6	3%	i	0.3	6%	7%	0.9%	-0.7%	-1.8	1127
COc1ccc(/C=C/C(=O)NCCCc2ccccc2)cc1	i	48	0	-17	-3%	i	0.5	6%	-2%	5.1%	-0.9%	.	.
Cc1sc2ncn(CC(=O)NCCc3ccccc3)c(=O)c2c1C	i	38	19	-13	7%	i	4.4	2%	5%	2.9%	0.2%	-2.0	1128
CCCCCC(=O)N1CCN(CCN=CC2=C(O)CC(c3ccc(OC)cc3)CC2=O)CC1 (stereo unspecified)	i	23	.	.	-4%&13%	i	0.4&0.6	7%	-10%	1.8%	-0.1%	2.2	1238
O=C(CCN1C(=O)c2ccccc2S1(=O)=O)Nc1cccc(F)c1	i	56	.	.	10%	i	1.0	1%	2%	1.8%	.	.	.
Cc1ccc(C(=O)Nc2cccc(S(=O)(=O)N3CCCC3)c2)o1	i	66	.	.	6%	i	0.4	.	.	1.1%	.	.	.
COc1ccccc1C(=O)NCC(=O)OCC(=O)Nc1ccc2[nH]c(=O)[nH]c2c1	i	24	.	.	3%	i	0.4	15%	-4%	1.2%	.	.	.
Cn1c(CNC(=O)c2ccccc2)nnc1SCC(=O)N1CCN(c2ccccc2)CC1	i	5	-9	-8	6%	i	0.9	5%	-4%	2.2%	0.4%	-4.1	554
Cc1ccc(N2C(=O)C(NC(=O)c3c(F)cccc3F)(C(F)(F)F)C3=C2CC(C)(C)CC3=O)cc1 (stereo unspecified)	i	38	1	-16	-11%	i	0.3	8%	-3%	5.9%	0.2%	1.2	551
COc1cc(OC)c(CN2CCC(CO)(CCOc3ccccc3)CC2)c(OC)c1	i	57	4	-7	5%	i	0.0	4%	11%	0.5%	-0.2%	-1.5	940
CCN(CC)CCNC(=O)/C(=C/c1cn(C)c2ccccc12)NC(=O)c1ccc(OC)c(OC)c1	i	59	.	.	7%	i	0.3	6%	-1%	-0.3%	0.8%	-0.3	1134
C/C(=N\NS(=O)(=O)c1ccc([N+](=O)[O-])cc1)c1ccc(NC(=O)c2ccco2)cc1	i	33	6	-3	2%	i	0.6	8%	-5%	2.5%	1.2%	-1.5	1131
Cc1nn(Cc2ccc(C(=O)O)o2)c(C)c1[N+](=O)[O-]	i	64	-18	-28	0%	i	0.4	11%	-12%	0.3%	-0.1%	-1.5	1061
CN(C)CCC(=O)c1cccc(Br)c1	i	57	1	1	-1%	i	0.3	6%	13%	0.5%	0.2%	4.4	910
COc1ccc(Cl)cc1C(=O)OCC(=O)NC(=O)c1cccn1C	i	44	1	22	5%	i	1.2	0%	-1%	0.4%	0.0%	.	.
COc1ccc(Nc2nnc(Cc3ccccc3)c(=O)[nH]2)c(OC)c1	i	23	3	-1	0%	i	0.0	-2%	28%	0.8%	-0.1%	3.8	1401
O=C(C1CCCN(Cc2cccnc2)C1)N1CCCCC1 (stereo unspecified)	i	51	-18	13	74µM*	i	1.7	5%	-7%	2.4%	-0.2%	4.2	1371
CN(C(=O)Nc1ccc(Cl)cc1)n1cnc2ccccc2c1=O	i	7	.	.	.	i	0.3	4%	-8%	2.1%	-0.6%	0.3	1330
Cc1ccc(N2CC(C(=O)Nc3nnc(SCc4cccnc4)s3)CC2=O)cc1 (stereo unspecified)	i	59	.	.	6%	i	0.5	7%	4%	0.6%	0.3%	.	.
O=C(/C=C/c1ccc([N+](=O)[O-])cc1)N(c1ccccn1)C1CCCCC1	i	23	11	-13	16%	i	0.7	14%	-1%	2.3%	0.6%	-1.7	980
CCOC(=O)c1[nH]cnc1C(=O)Nc1ccc(Cl)cc1	i	54	-5	9	5%	i	0.4	13%	2%	-2.6%	0.5%	-3.2	1063
COc1cc(/C=N/Nc2nc3ccccc3[nH]2)cc(OC)c1O	i	25	5	6	?	i	0.4	7.1µM*	3%	?	-0.6%	-0.2	1094
Cc1ccc(-c2nn(C)c(=O)c3ccccc23)cc1CNC(=O)CSc1nc2ccccc2o1	i	35	-10	2	3%	i	1.2	5%	-5%	3.5%	-0.7%	-7.3	987
CCOc1cc(N2CCOCC2)c(OCC)cc1NS(=O)(=O)c1cc(NC(C)=O)ccc1OC	i	45	.	.	15%	i	0.4	10%	-3%	3.5%	-0.5%	.	.
COc1ccc(CN2C(=O)C(Cc3ccccc3)Nc3ncnc(N4CCN(c5ccccc5)CC4)c32)cc1 (stereo unspecified)	i	31	.	.	7%	i	0.5	9%	5%	7.5%	.	.	.
CN(C1CCS(=O)(=O)C1)S(=O)(=O)c1ccc(N2CCCC2=O)cc1 (stereo unspecified)	i	38	-5	-22	14%	i	0.8	3%	14%	1.7%	0.4%	-1.6	1141
O=[N+]([O-])c1ccc(/C=N/Nc2nc(N3CCCC3)nc(N3CCCC3)n2)o1	i	47	5	9	4%	i	2.0	13%	3%	-0.4%	0.1%	-15	1003
CCOC(=O)CN1NC2(CCCC(C)C2)NC1=S (stereo unspecified)	i	34	8	13	10%	i	1.8	8%	8%	0.8%	0.1%	.	.
Cc1nn(C)c(Cl)c1CN1CCCC(CO)(Cc2cccc(Cl)c2)C1 (stereo unspecified)	i	47	.	.	5%	i	0.3	6%	2%	68%	-0.7%	-0.5	999
Cc1cc(NC(=O)CSc2nc(-c3ccccc3)c(C#N)c(=O)[nH]2)no1	i	39	11	10	-14%	i	11	12%	-2%	0.8%	0.1%	.	.
CCc1ccc(C2=NN(c3ccc(S(N)(=O)=O)cc3)C(c3ccc(F)cc3)C2)cc1 (stereo unspecified)	i	48	94*	59*	12%	i	1.3	6%	-6%	-3.8%	?	-0.2	1122
O=C(CN(Cc1ccccc1)C(=O)c1csnn1)NCCc1ccccc1	i	47	.	.	10%	i	1.3	4%	9%	1.1%	-0.4%	.	.

3 entries out of the list above, sorted by the value under WT yeast gro inh mutant strain, rising.
| canonical_smiles | WT yeast gro inh mutant strain |
| --- | --- |
| CN(C1CCS(=O)(=O)C1)S(=O)(=O)c1ccc(N2CCCC2=O)cc1 (stereo unspecified) | -22 |
| Cc1ccc(-c2nn(C)c(=O)c3ccccc23)cc1CNC(=O)CSc1nc2ccccc2o1 | 2 |
| COc1cc(/C=N/Nc2nc3ccccc3[nH]2)cc(OC)c1O | 6 |

(cont.)
SMILES	T cell HTS	T cell HTS vesicle-bound %	WT yeast gro inh	WT yeast gro inh mutant strain	MgcRacGAP inhibition	Myeloid diff MLP	Myeloid diff MLP GFP+ MAC1+ %	Large T inhibition	PhoP inhibition	RSV antiviral HEp-2	West Nile virus CPE	b-catenin transl	b-catenin transl cell count 5 µM
Cc1ccc(S(=O)(=O)N2CCC(=O)N(C(COCc3ccc(Cl)c(Cl)c3)Cc3ccccc3)CC2)cc1 (stereo unspecified)	i	37	17	-5	.	.	.	4%	6%	14%	-0.2%	.	.
CCCn1nnc(NC(=S)NC(=O)/C=C/c2ccc(Cl)cc2)n1	i	22	.	.	0%	i	0.8	4%	-13%	0.3%	0.3%	-0.2	1329
Clc1cccc(Cl)c1COc1ccccn1	i	50	-3	-10	11%	i	1.8	0%	6%	5.8%	-0.3%	-6.5	994
COC(=O)c1cc(S(=O)(=O)Nc2nn(C)c3cccc(F)c23)oc1C	i	28	.	.	8%	i	0.1	11%	-7%	.	-0.2%	0.4	1297
CCc1ccc(OCC(=O)NNC(=O)c2ccc(NC(=O)C3CC3)cc2)cc1	i	20	.	.	2%	i	2.6	10%	-7%	0.4%	-0.3%	.	.
COc1ccccc1Nc1nc(C)nc2c1oc1ccccc12	i	45	.	.	3%	i	0.2	6%	.	1.9%	-1.5%	.	.
CC1CC1c1ccc(/C=C(\C#N)C(=O)Nc2ccc(Cl)cc2Cl)o1 (stereo unspecified)	i	43	0	1	-14%	i	0.8	7%	-12%	?	.	1.5	1015
CC1(C)CC(=O)C2=C(C1)OC(/N=C/N1CCOCC1)=C(C#N)C2c1ccccc1 (stereo unspecified)	i	35	-1	18	17%	i	0.9	20%	7%	0.7%	0.0%	-4.5	757
CCn1ncc(NC(=S)Nc2ccc(OC)c(OC)c2)c1C(N)=O	i	30	-19	0	29%	i	0.4	14%	-2%	2.5%	0.4%	1.7	1451
c1ccc(Cc2nc3ccccc3o2)cc1	i	28	9	15	9%	i	8.4	2%	-4%	2.8%	0.0%	.	.
Cc1c(C(=O)N/N=C/c2ccc(Cl)cc2)[nH]c2ccc(Cl)cc12	i	48	75	88	15%	.	.	8%	-5%	7.1%	-0.9%	119*	375*
COc1cc(C(=O)NCCCc2nc3ccccc3n2Cc2cc(C)ccc2C)cc(OC)c1OC	i	28	-8	-21	4%	i	7.5	5%	-9%	3.3%	0.0%	-2.1	559
COC(=O)C(=Nc1ccccc1)/C(C(=O)C(=O)N(C)c1ccccc1)=C(\O)c1ccc(Cl)cc1	i	50	-4	-24	17%	i	0.3	23%	-1%	0.4%	-0.3%	-1.1	1029
